S-ASM inh – inhibitors of human secretory acid sphingomyelinase; Potency, µM (top dose mostly 57.5 µM), without a hit: at the top dose activity change, negative = inhibition, usual class: inhibitors; AID 504937; placental ASM, HMU-PC fluorogenic substrate, 60 min; 340,000 tested, 0.006% active; further: potency means the concentration at half of the fitted maximal effect
Target sequence (P17405 47-631 limits assumed): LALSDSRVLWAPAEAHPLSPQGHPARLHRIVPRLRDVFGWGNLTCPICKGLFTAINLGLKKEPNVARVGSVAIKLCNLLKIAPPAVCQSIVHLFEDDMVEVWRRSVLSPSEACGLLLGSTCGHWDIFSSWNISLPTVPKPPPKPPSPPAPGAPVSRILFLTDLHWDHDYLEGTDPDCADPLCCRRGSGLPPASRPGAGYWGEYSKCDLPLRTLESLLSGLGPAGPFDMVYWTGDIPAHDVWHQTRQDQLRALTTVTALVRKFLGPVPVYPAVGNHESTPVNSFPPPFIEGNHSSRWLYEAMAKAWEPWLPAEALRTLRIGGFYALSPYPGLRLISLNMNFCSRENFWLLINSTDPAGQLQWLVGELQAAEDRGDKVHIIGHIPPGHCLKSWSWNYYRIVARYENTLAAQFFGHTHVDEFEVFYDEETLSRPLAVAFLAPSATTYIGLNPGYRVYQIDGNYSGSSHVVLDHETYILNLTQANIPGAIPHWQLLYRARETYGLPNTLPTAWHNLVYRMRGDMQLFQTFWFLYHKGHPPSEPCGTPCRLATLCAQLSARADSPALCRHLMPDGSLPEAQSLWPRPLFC
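HMU-PC0 cleavage (9 uM final) by human placental ASM, 60 min at 37 °C following 10 min compound exposure at RT; stopped at pH 10, fluorescence Ex 386/Em 447 nm.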
ELG1 DNA repair – blocks ELG1-dependent DNA repair in HEK293T cells; 330,000 tested, 2.3% active; HEK293T ELG1-luciferase reporter, luminescence, 16 h; DNA damage induced by 5-fluorouridine; AID 504467; Potency, µM (doses to about 46.1 µM), without a hit: at the top dose activity change, negative = inhibition, hits mostly inhibitors; further: potency means the concentration at half of the fitted maximal effect; on the % scale 0 is the no-effect control and ±100 the full control effect; nearly all actives have a fitted effect of over 55% in size
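HEK293T cells expressing luciferase-tagged ELG1 (2,000/well) received 5-Fluorouridine plus compound or DMSO for 16 hr at 37 °C. Luciferase was read by ONE-Glo luminescence after 30 min at room temperature.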
TSG101-PTAP inh – blocks PTAP/TSG101 interaction to inhibit HIV-1 budding. Q99816. Fluorescence polarization, FITC-PTAP peptide / Tsg101 binding. Potency, µM (series often up to 115 µM), inactives show top-dose activity change, negative = inhibition, hits mostly inhibitors. 340,000 tested, under 10 active. AID 493005; active means well fitted inhibition curve with a large enough effect in the main read-out, with a control signal flat, not every such curve was filed as active; inconclusive means small, poorly fitted or top-dose-only effect, or effect the other way, or a change in a side signal; inactive means no such curve, though single readings can be large or run the other way; further: potency means the concentration at half of the fitted maximal effect; % of control where 0% means no effect
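Compounds were pin-transferred onto Tsg101 binding domain (10 uM final) in HEPES pH 7.5 buffer, then FITC-PTAP peptide was added at 50 nM final. After 20 min at RT, polarization reported peptide displacement across a qHTS concentration series.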
BCR signal inh – chronic active BCR signaling inhibition; ABC-DLBCL IkBa-CBG/CBR reporter, luminescence ratio, 4 h; Potency, µM (highest dose often 46.1 µM), for the others: top-dose ratio change, negative = lower green/red ratio, hits mostly inhibitors; 340,000 tested, 0.05% active; active means well fitted inhibition curve with a large enough effect in the signal ratio, with a control signal flat, not every such curve was filed as active; inconclusive means small, poorly fitted or top-dose-only effect, or effect the other way, or a change in a side signal; the % refers to the signal ratio;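 further: potency means the concentration at half of the fitted maximal effect; plate controls were basal doxycycline-induced cells for no effect and cells given 10 µM MG132 for full effect; MG132 reads +100%, hits lower the ratio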
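Cell line TMD8 (human ABC DLBCL), stably expressing tet-inducible CBG68-IkBa fusion and CBR; IMDM/0.5% FBS; cpd up to 46 uM; dox induction, 4 h, 37C/5% CO2; dual luminescence; green/red ratio; MG132 control.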
TSHR antag – human thyrotropin receptor antagonism | TSHR-expressing cells, TSH-stimulated cAMP HTRF, 2 h; active compounds read low | activity change, negative = inhibition, % at 11.5 µM | 330,000 tested, 0.2% active | P16473;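 active means activity change below a set negative limit, meaning inhibition stronger than a set level, cut at about -70% in these data; inconclusive means activity change between two set negative limits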; further: on the % scale 0 is the no-effect control and ±100 the full control effect
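Competitive HTRF cAMP read-out (cryptate anti-cAMP antibody, cAMP-d2; 30 min, room temperature) in freshly harvested TSHR cells. Compounds added before TSH at EC80 (4nM final), followed by 2 hours' incubation at 37 deg C.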
Mito fusion yeast – blocks mitochondrial division or promotes mitochondrial fusion | S. cerevisiae fusion-defective mutant growth rescue, CellTiterGlo 48 h | Potency, µM (titrated, usually from 46.1 µM), for the others: top-dose growth rescue (activation), most hits filed as activators | 320,000 tested, 0.23% active;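 further: potency means the concentration at half of the fitted maximal effect; % of control where 0% means no effect; nearly all actives have a fitted effect of over 45% in size; temperature-sensitive fusion mutants such as fzo1-1 at 37 °C on non-fermentable ethanol glycerol medium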
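Yeast fusion mutant, YPEG (non-fermentable carbon), compound, 48 h at 37C non-permissive; CellTiterGlo added, 10 min RT, luminescence read. Rescued growth = division inhibition.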
TCR activator – activators of T cell receptors | primary human leukocytes, anti-CD3, IL-2 HTRF, 48 h | Potency, µM (doses to about 9.22 µM), without a hit: at the top dose activation of IL-2 secretion, actives largely listed as activators | 330,000 tested, under 10 active | AID 504894; further: % of control where 0% means no effect
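Compounds are tested in HTS on primary human leukocytes co-incubated with a-CD3 beads for 48 hr. IL-2 output is measured by time-resolved FRET.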
Integrin act MD – activators of alpha7 integrin expression for muscular dystrophy | alpha7betagal myoblasts, beta-gal FDG fluorescence, 48 h | 350,000 tested, 0.064% active | Potency, µM (series often up to 38.3 µM), inactives show top-dose activation, actives largely listed as activators;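 further: potency means the concentration at half of the fitted maximal effect; 100% = response of the positive control SU9516; nearly all actives have a fitted effect of over 60% in size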
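alpha7betagal+/- myoblasts (passage 13, 250/well) treated 48 h at 37C with compounds at 1:260 dilution of DMSO stock. Lysed, then beta-galactosidase activity read as FDG fluorescence (ex 480/em 540) after 30 min, with pre-read for autofluorescence.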
Eya2 phos inh – Eya2 (human) phosphatase inhibition. 330,000 tested, 0.006% active. Potency, µM (doses to about 76.9 µM), inactives show top-dose activity, negative = inhibition, actives largely listed as inhibitors. AID 488837. recombinant Eya2, OMFP fluorescence dephosphorylation (OMFP is methylfluorescein phosphate); further: potency means the concentration at half of the fitted maximal effect; on the % scale 0 is the no-effect control and ±100 the full control effect
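Eya2 (0.2 uM) preincubated 10 min at ambient with compound, then OMFP substrate added at 50 uM; 10 min reaction in 50 mM HEPES pH 7.5, 50 mM NaCl, 5 uM MgCl2, 0.05% BSA, 1 mM DTT. Fluorescence read at Ex 485/Em 525 nm.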
AT treatment – potential ataxia-telangiectasia treatments restoring KAP-1 phosphorylation; […] A-T fibroblasts, KAP-1 phosphorylation AlphaLISA; neocarzinostatin DNA damage 30 min before lysis; Potency, µM (doses to about 57.5 µM), for inactives: top-dose activation, usual class: activators; 320,000 tested, 0.19% active; further: potency means the concentration at half of the fitted maximal effect; % of control where 0% means no effect; nearly all actives have a fitted effect of over 45% in size
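ATM-like activity read as KAP-1 phosphorylation via AlphaLISA donor/acceptor antibody pairs after lysis and 6 hr at 25C. Cells were ATM-null patient fibroblasts ([…], hTERT), dosed 60 min, then exposed to the DSB inducer NCS for 30 min.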
Tb PFK inh – blocks T. brucei phosphofructokinase; T. brucei PFK, ADP-Glo luminescence; Potency, µM (highest dose often 57.5 µM), for inactives: at the top dose activity, negative = inhibition, hits mostly inhibitors; 330,000 tested, 0.17% active; AID 485367;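 further: potency means the concentration at half of the fitted maximal effect; 0% = uninhibited 1x PFK enzyme wells and -100% = no-enzyme wells; nearly all actives have a fitted effect of over 60% in size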
Target sequence (O15648 whole entry, looked up): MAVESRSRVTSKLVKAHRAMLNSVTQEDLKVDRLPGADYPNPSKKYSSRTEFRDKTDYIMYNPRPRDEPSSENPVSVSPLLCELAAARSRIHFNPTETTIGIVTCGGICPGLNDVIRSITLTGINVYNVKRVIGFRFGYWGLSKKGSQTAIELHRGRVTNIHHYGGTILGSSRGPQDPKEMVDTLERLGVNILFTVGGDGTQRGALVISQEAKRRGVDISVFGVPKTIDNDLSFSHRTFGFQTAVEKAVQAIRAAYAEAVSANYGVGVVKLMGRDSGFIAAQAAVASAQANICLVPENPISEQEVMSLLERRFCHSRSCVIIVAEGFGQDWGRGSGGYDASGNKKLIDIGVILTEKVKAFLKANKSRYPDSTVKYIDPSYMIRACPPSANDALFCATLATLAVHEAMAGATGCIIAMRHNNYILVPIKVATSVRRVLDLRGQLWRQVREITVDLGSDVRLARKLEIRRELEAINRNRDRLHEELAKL
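Luminescent ADP detection (ADP-Glo, two-step: ATP depletion then ADP-to-ATP conversion for luciferase) reported PFK activity after 45 min room-temperature reaction of 1.25 nM enzyme with 0.5 mM F6P and 0.1 mM ATP at pH 8.0.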
* marks the source's active call; other numbers are inactive results; ? = inconclusive; nt = no result given; & = joins results of further samples; [ ] = remark or other dose. Unless noted, the call rests on the fitted dose curve; in most records, active means well fitted curve in the direction sought with a large enough effect; inconclusive means small, poorly fitted or top-dose-only effect, or another doubt; inactive means no such curve, though single readings can be large; an effect the other way counts as inactive or inconclusive. Hits appear at their usual frequency; any-hit rate near 3.2%.

SMILES	S-ASM inh	ELG1 DNA repair	TSG101-PTAP inh	BCR signal inh	TSHR antag	Mito fusion yeast	TCR activator	Integrin act MD	Eya2 phos inh	AT treatment	Tb PFK inh
CCOc1cc(N2CCOCC2)c(OCC)cc1NC(=O)C(C)(C)C	4%	-1%	-4%	0%	0	-3%	-7%	-18%	2%	-5%	3%
CCOc1cc(CNn2cn[nH]c2=S)cc(Cl)c1OCc1ccccc1F	-7%	-22%	0%	-10%	-29	?	-3%[46.1 µM]	18%	-18%	3%	0%
CCOc1ccc2oc(C(=O)N(CC)CC(=O)Nc3ccc(NC(C)=O)cc3)c(C)c2c1	-2%	?	0%	?	5	1%	-1%	-6%	-18%	1%	1%
CC(C)CN1CCC(=O)N(CCN=[N+]=[N-])CC1	-3%	?	-1%	?	-50	2%	-4%	18%	11%	6%	3%
N#C/C(=C\c1cccn1-c1ccccc1)C(=O)NC1CCCCC1	3%	?	-3%	12%	-2	18%	-1%[46.1 µM]	0%	-2%	-3%	1%
Cc1ccc(N2C(=O)CC(N3CCSCC3)C2=O)c(C)c1 (stereo not drawn)	-1%	-4%	-7%	0%	1	-16%	1%	-1%	9%	-7%	1%
CCCC(=O)Nc1ccc(C=C(C(C)=O)C(C)=O)cc1	1%	29%	0%	?	-1	1%	3%	-12%	-27%	8%	-5%
O=C(Cn1cnc2ccccc21)Nc1cc(C(F)(F)F)ccc1N1CCOCC1	-11%	-11%	-9%	-8%	3	0%	-4%	13%	-5%	0%	2%
O=C(C1CCCCC1)N1CCN=C1SCc1cccnc1	-5%	-14%	-5%	?	-5	-5%	7%	4%	-2%	3%	3%
CCCCNC(=O)N(C)c1nncnc1C(=O)NC	-1%	6%	-2%	0%	21	-2%	-35%	9%	22%	-2%	0%
O=C(CN1C(=O)NC2(CCCCCC2)C1=O)N1CCN(c2ccccc2)CC1	0%	7%	-9%	0%	9	-3%	9%	0%	7%	2%	6%
COc1ccc(OCc2cc(C(=O)N3CCCC3)no2)c2ccccc12	-4%	?	1%	-2%	-14	-2%	-6%	-24%	-2%	6%	5%
Cc1ccccc1NC(=O)C(=O)N/N=C/c1cccc(Br)c1	-1%	1%	-3%	0%	-6	-20%	-4%[46.1 µM]	1%	0%	3%	-3%
O=Nc1ccc(NOC(=O)c2ccccc2Br)cc1	-2%	29%	1%	?	2	22%	-1%[46.1 µM]	12%	7%	-3%	-2%
COc1ccc(CCNC(=O)Cc2cc(OCc3ccccc3)c(OC)cc2[N+](=O)[O-])cc1OC	-5%	?	-9%	-5%	-1	3%	0%	-12%	13%	-1%	-4%
O=C(O)C1CC(O)CN1C(=O)c1ccco1 (stereo not drawn)	4%	-9%	-3%	5%	11	-5%	-5%	9%	-24%	-2%	-6%
CCOc1ccc(N2C(=O)CSC23CCCCC3)cc1	3%	0%	-2%	?	6	4%	-6%	20%	0%	8%	0%
COCC1CCN(C(=O)c2cc(COc3cncc(Cl)c3)on2)C1 (stereo not drawn)	-2%	?	-5%	-3%	20	-2%	0%	-10%	2%	15%	-3%
NC(=O)C1CCN(c2nc(-c3cccnc3)cs2)CC1	65%[activator]	?	-6%	?	-1&-9	4%	-6%	nt	-16%&1%	-8%&6%	-9%&8%
COc1ccc(C(=O)Nc2nccs2)cc1[N+](=O)[O-]	-4%	?	-4%	16%	-2	-3%	8%[46.1 µM]	23%	1%	1%	1%
CN(C)c1ccc(/C=C2\CCCCC2=O)cc1	1%	?	-13%	-1%	-10	-2%	5%[46.1 µM]	-17%	11%	-9%	-3%
O=C(CSc1ccc(-c2cccnc2)nn1)N1CCCCC1	2%	4%	-8%	1%	-5	-1%	0%	-3%	-11%	2%	1%
Clc1ccc(C(c2nnnn2CCc2ccccc2)N2CCSCC2)cc1 (stereo not drawn)	2%	1%	-9%	?	-7	?	7%	19%	-3%	-1%	-6%
COC(=O)c1n[nH]n(-c2cc(Cl)cc(Cl)c2)c1=O	1%	13%	-2%	?	-27	8%	-5%	8%	1%	7%	15%
CC(=O)c1ccc(S(=O)(=O)N2CCC(C(=O)Nc3ncc(C)s3)CC2)cc1	-1%	?	-1%	4%	-9	nt	2%[46.1 µM]	-11%	4%	12%	-3%
Nc1c(C(=O)N2CCOCC2)sc(=S)n1-c1ccccc1	0%	16%	-2%	-4%	5	1%	0%	1%	-1%	-1%	-17%
CCc1ccccc1-n1c(SCC(=O)NC)nnc1-c1cccnc1	3%	6%	-1%	?	22	6%	-7%	25%	18%	47%	5%
O=C(C1CCN(S(=O)(=O)c2cccs2)CC1)N1CCCCCC1	3%	?	81%[activator]	-27%	1	1%	1%	5%	-11%	nt	0%
COc1ccc(OCC(=O)N2CCN(c3cccc(Cl)c3)CC2)cc1	-2%	?	-5%	2%	-2	8%	3%	34%	6%	1%	-26%
Cc1ccc(S(=O)(=O)Nc2nsc(N)n2)cc1	0%	1%	0%	-1%	-2	-3%	2%	-11%	1%	-6%	-2%
Cc1nc2ccccn2c1C(=O)NN=C1C2CC3CC(C2)CC1C3	5%	1%	2%	-1%	3	-1%	-9%[46.1 µM]	18%	-2%	-3%	0%
O=[N+]([O-])c1ccc(CNc2ccc(Cl)cc2)s1	-4%	?	-5%	?	6	-4%	-4%	-17%	-1%	-8%	27µM*
COCc1cc(C)nc(OCC(=O)N/N=C/c2ccccc2O)c1C#N	7%	?	-1%	-2%	-3	5%	1%	-24%	2%	18%	1%
CC1(C)CC(=O)C(C2c3ccccc3Oc3ccccc32)C(=O)C1	-2%	6%	-2%	7%	11	18%	-6%[46.1 µM]	26%	-2%	-3%	-2%
COc1ccc(C(C(=O)NCc2ccccc2)N(Cc2ccco2)C(=O)c2snc(C(N)=O)c2N)cc1OC (stereo not drawn)	274%[activator]	15µM*	-2%	5%	-7	-14%	-4%	-19%	-6%	5%	4%
CCCOc1ccc(C(=O)Nc2ccc(N3CCN(C(=O)c4ccco4)CC3)cc2)cc1	nt	15%	0%	-4%	-13	-1%	-2%	-10%	5%	19%	-3%
Cc1cc(C)c[n+](C[n+]2cc(C)cc(C)c2)c1	-2%	-4%	-11%	3%	-2	-4%	-9%	1%	2%	3%	-3%
CCC/C(O)=C1\C(=O)CC(C)(C)CC1=Nc1ccc(OC)cc1OC	-1%	?	-11%	?	6	10%	4%	-22%	-5%	5%	2%
CC(=O)c1c(C)[nH]c(C(=O)OCC(=O)N(CC(C)C)C2CCS(=O)(=O)C2)c1C (stereo not drawn)	1%	?	0%	?	-5	-2%	-1%	7%	-34%	13%	3%
O=C(O)CSc1ccc2ccccc2n1	2%	11%	0%	?	3	-6%	-9%	10%	7%	-4%	-1%
COC(=O)CSc1nnc(C)c(=O)[nH]1	5%	-9%	-4%	?	2	-7%	-1%	39%	12%	-6%	9%
C=CC[C@H](CC(=O)NCCO)C(=O)N[C@@H](C)COC(=O)[C@@H](CC=C)CC(=O)OC(C)(C)C	4%	?	-3%	?	-1	nt	0%	17%	11%	2%	-2%
C[C@@H](OC(=O)N(C)Cc1ccccc1)[C@H]1O[C@]2(C)CCCC[C@H]1O2	4%	9%	-2%	3%	-25	1%	-3%	-7%	-35%	5%	1%
CC(=O)c1ccc(S(=O)(=O)N(C)CC(=O)NCc2ccco2)cc1	-1%	?	2%	-3%	-8	-1%	3%	4%	31%	5%	-8%
CCc1ccc(-n2c(SCC(=O)Nc3ccc(C(=O)O)cc3)nnc2-c2ccncc2)cc1	0%	-1%	-8%	0%	-5	-3%	2%	7%	16%	-2%	3%
COC(=O)[C@@H](N)Cc1ccc(O)c(O)c1	37%[activator]	11%	-6%	1%	5&-3	-11%&-4%	-4%	nt	-3%&19%	-8%	-17%
CCOC(=O)N1CCN(S(=O)(=O)c2ccc(Br)s2)CC1	0%	0%	-7%	8%	-1	-10%	-4%	7%	-25%	2%	?

Compound activity (PubChem BioAssay)
